# KB-V1 cytotox – KB-V1 MDR subline cytotoxicity. KB-V1 MDR cells viability, CellTiter-Glo, 72 h. Potency, µM (top dose mostly 46.1 µM), for the others: at the top dose activity change, negative = cytotoxicity, most hits filed as cytotoxic. AID 1347076. 400,000 compounds, 3.4% hits; further: potency means the concentration at half of the fitted maximal effect; on the % scale 0 is the no-effect control and ±100 the full control effect; nearly all actives have a fitted effect of over 60% in size
#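 KB-V1 MDR subline cells in DMEM (phenol-red free, 10% FBS) exposed to compounds in qHTS concentration series for 72 h at 37 degrees C. Viability read by CellTiter-Glo luminescence; concentration-effect curves fitted after normalization and correction.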
# MCF10A rereplic – inducers of DNA re-replication in MCF 10A breast cells. MCF 10A DNA re-replication, Hoechst nuclear intensity, 48 h. Potency, µM (series often up to 46.1 µM), without a hit: at the top dose activity, positive = re-replication, hits mostly activators. 350,000 compounds, 2.9% hits. AID 624296; further: potency means the concentration at half of the fitted maximal effect; % of control where 0% means no effect; nearly all actives have a fitted effect of over 50% in size
# SW480 rerep – inducers of DNA re-replication in SW480 colon cancer cells; SW480 DNA re-replication, Hoechst DNA content imaging, 48 h; Potency, µM (top dose mostly 46.1 µM), without a hit: at the highest dose re-replication activation, hits mostly activators; 340,000 compounds, 1.8% hits; AID 624297; further: potency means the concentration at half of the fitted maximal effect; % of control where 0% means no effect; nearly all actives have a fitted effect of over 55% in size
#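 Image-based DNA-content assay: after two days of treatment, nuclei were labelled with the DNA dye Hoechst and imaged, and hits were compounds raising the count of nuclei showing high fluorescence intensity.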
# IL-1B inflam inh – blocks inflammasome-driven IL-1 beta release | THP-1 LPS/ATP IL-1B secretion, AlphaLISA, 16 h; hits give low values | activity change, % at 57.5 µM | AID 743279 | 360,000 compounds, 4.7% hits; in the data active means activity change below about -50%; inconclusive means mostly about -30% to -49%; further: on the % scale 0 is the no-effect control and ±100 the full control effect
#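 Secreted IL-1B measured by AlphaLISA bead assay after 16 h compound exposure of THP-1 cells; compounds (final up to 57.5 uM) added 1 h before LPS (250 ng/mL) and ATP (1.25 mM) stimulation; lower signal means less secretion.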
# S2 tox – reduces viability in counter-screen for ATXN expression inhibitors. S2 cells (HEK-293 line with an ATXN2-luciferase reporter) viability, CellTiter-Fluor protease fluorescence, 24 h. Potency, µM (top dose mostly 56.7 µM), actives largely listed as cytotoxic. 400,000 compounds, 0.49% hits; further: potency means the concentration at half of the fitted maximal effect; nearly all actives have a fitted effect of over 40% in size
# HT1080 IDH1KD tx – toxicity to HT-1080 IDH1 knockdown cells (counter line); AID 686971; Potency, µM (highest dose often 46.1 µM), for the others: at the top dose activity, negative = toxicity, most hits filed as cytotoxic; 360,000 compounds, 2% hits; HT-1080 IDH1 knockdown viability, ATP luminescence, 48 h;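 further: potency means the concentration at half of the fitted maximal effect; 0% = DMSO wells and -100% = cell-free medium wells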
#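 % activity derives from luminescence (CellTiter-Glo), normalised to DMSO and no-cell wells. HT-1080-IDH1KD cells, 750/well, had 48 h compound exposure at 37 °C.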
# ATXN2 expr inh – inhibitors of ATXN2 expression; HEK-293 ATXN2-luciferase reporter, luminescence, 24 h; Potency, µM (top dose mostly 57 µM), for inactives: at the top dose activity change, negative = inhibition, hits mostly inhibitors; 360,000 compounds, 0.72% hits; further: potency means the concentration at half of the fitted maximal effect; on the % scale 0 is the no-effect control and ±100 the full control effect; nearly all actives have a fitted effect of over 55% in size
#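 ATXN2-luciferase reporter cells (luciferase flanked by upstream and downstream ATXN2 gene portions) were treated 24 h at 37 °C with compounds at up to 57 uM. SteadyGlo luminescence gave expression; GF-AFC fluorescence gave viability.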
# KB-3-1 cytotox – KB-3-1 parental cell cytotoxicity; 400,000 compounds, 1.4% hits; KB-3-1 viability, CellTiter-Glo ATP luminescence, 72 h; Potency, µM (top dose mostly 46.1 µM), for the others: at the top dose activity change, negative = cytotoxic, actives largely listed as cytotoxic; AID 1347075; further: potency means the concentration at half of the fitted maximal effect; on the % scale 0 is the no-effect control and ±100 the full control effect; nearly all actives have a fitted effect of over 60% in size
#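 KB-3-1 cells, DMEM (no phenol red) + 10% FBS; compound by pin transfer, 72 h, 37 °C. Readout: CellTiter-Glo luminescence after 10 min. Data normalized, curve-fitted.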
# HT1080NT lethal – kills 2HG-producing HT-1080-NT fibrosarcoma cells. Potency, µM (titrated, usually from 46.1 µM), without a hit: at the highest dose activity, negative = less viability, most hits filed as cytotoxic. 360,000 compounds, 1.6% hits. HT-1080-NT fibrosarcoma viability, CellTiter-Glo ATP luminescence, 48 h;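 further: NT is the 2HG producing partner of a matched IDH1 knockdown line; potency means the concentration at half of the fitted maximal effect; 0% = DMSO-treated cells and -100% = media-only wells without cells; nearly all actives have a fitted effect of over 55% in size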
#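 Fibrosarcoma NT cells, 750 per well in 5% FBS RPMI, were exposed to compound for 48 hours. Viability: CellTiter-Glo luminescence.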
# * hit, by the source's call; i = inactive; ? = inconclusive; / = not tested or not shown; & = joins results of further samples; [ ] = remark or other dose. Unless noted, the call rests on the fitted dose curve; in most records, active means well fitted curve in the direction sought with a large enough effect; inconclusive means small, poorly fitted or top-dose-only effect, or another doubt; inactive means no such curve, though single readings can be large; an effect the other way counts as inactive or inconclusive.
# Each structure is followed by: KB-V1 cytotox	MCF10A rereplic	SW480 rerep	IL-1B inflam inh	S2 tox	HT1080 IDH1KD tx	ATXN2 expr inh	KB-3-1 cytotox	HT1080NT lethal
- CCOc1ncccc1C(=O)Nc1ccc2c(c1)OCO2
→ ?	18%	-2%	11	i	-11%	9%	?	0%
- Cc1cc(C)cc(Nc2ccc([N+](=O)[O-])nc2[N+](=O)[O-])c1
→ 5%	-2%	13%	18	i	14%	-9%	7%	2%
- COc1ccc(NS(=O)(=O)c2ccc(C)c(C(=O)NNC(=O)c3csc(N4CCOCC4)n3)c2)cc1
→ 29%	0%	-28%	5	i	-6%	5%	2%	0%
- Cc1cc(C)n(-c2nnc(NC34CC5CC(CC(C5)C3)C4)nn2)n1
→ -30%	8%	3%	-12	i	4%	100%[activator]	-4%	4%
- CC1CCCN(CC(=O)Nc2cc(S(=O)(=O)N3CCOCC3)ccc2N2CCCC2)C1 (stereo unspecified)
→ 1%	-3%	-12%	-13	i	5%	/	1%	2%
- O=C(NCc1nnnn1-c1ccc(Cl)cc1)c1ccc([N+](=O)[O-])o1
→ -16%	/	/	-76*	i	?	/	-6%	?
- CCOc1ccc(C(=O)NC(=S)Nc2cccc(NC(=O)c3ccco3)c2)cc1[N+](=O)[O-]
→ ?	?	16%	?	i	-2%	-27%	18µM*	-13%
- CCn1c(SCC(=O)Nc2ccccc2N2CCOCC2)nnc1-c1ccccc1O
→ -4%	-4%	14%	0	i	-1%	1%	-3%	-3%
- CCC(C)(C(=O)NC1CCCC1)N(C(=O)c1cnccn1)c1ccccc1 (stereo unspecified)
→ 12%	19%	0%	10	i	5%	-6%	2%	0%
- Cc1cc(NC(=O)c2cnn3c(C(F)(F)F)cc(-c4ccc(Br)cc4)nc23)no1
→ ?	-7%	3%	11	i	?	-22%	0%	7%
- Cc1cc2c3c([nH]c2cc1S(=O)(=O)N1CCC2(CC1)OCCO2)CC(C)(C)CC3=O
→ -14%	23µM*	?	12	?	-5%	/	-30%	-28%
- COc1cc2c(cc1OC)n(CC(=O)Nc1ccccc1)c(=O)n1nc(-c3ccccc3)nc21
→ ?	/	/	/	i	/	9%	22%	/
- CC1CCN(c2oc(-c3ccccc3Cl)nc2C#N)CC1
→ ?	18%	-2%	-52*	i	10%[9.24 µM]	46%[activator]	0%	-7%
- CC(=O)c1c(C)nc(-c2ccc(Cl)cc2)nc1N
→ 0%	-6%	0%	36	i	-17%	41%[activator]	1%	-14%
- O=C(O)CCCC(=O)Nc1ccc(Cl)c(Cl)c1
→ 16%	-1%	0%	35	i	-1%	-21%	-13%	0%
- COc1ccc(CCNC(=O)CCc2ccc(S(=O)(=O)NCC(C)C)cc2)cc1
→ -12%	-15%	-189%[inhibitor]	11	?	0%	-19%	2%	0%
- Cc1ccccc1NC(=O)NCCN1C(=O)C2C3C=CC(C3)C2C1=O (stereo unspecified)
→ -23%	2%	0%	-10	i	-1%	-3%	2%	-1%
- CCc1ccc(C(O)c2ncc(-c3ccc(C)cc3)[nH]2)cc1 (stereo unspecified)
→ ?	/	/	-23	i	-19%	12%	-25%	-14%
- O=C(CN1CCC(NC(=O)Cc2ccccc2)CC1)Nc1cccc2ccccc12
→ -20%	18%	18%	10	i	-29%	3%	12%	0%
- O=C(Nc1ccccc1)OC[C@@H]1C=CS(=O)(=O)N1Cc1ccc(Br)cc1
→ 0%	/	/	-68*	i	?	-12%	-1%	?
- O=C(NCc1ccco1)c1ccc2c(c1)N(Cc1ccc(F)cc1)C(=O)c1ccccc1S2=O (stereo unspecified)
→ -3%	/	/	/	i	/	-11%	0%	/
- CCOC(=O)c1c(S(=O)(=O)NCC(=O)Nc2cccc(CC)c2)c(C)n(C)c1C
→ -22%	/	/	/	i	/	-3%	6%	/
- CCC(=O)c1ccc(OCC(=O)Nc2nc(C)cs2)cc1
→ -4%	11%	0%	-9	i	9%	28%	-3%	1%
- O=S(=O)(c1cccc2ccccc12)N1CCN(c2ccc(Cl)c(Cl)c2)CC1
→ ?	/	/	/	i	/	-6%	-8%	/
- C[C@H](CO)N1C[C@H](C)[C@@H](CN(C)Cc2cccc(O)c2)OCc2cnnn2CCCC1=O
→ 23%	/	/	19	i	13%	1%	14%	11%
- CC(C)Oc1ccc2c(c1)OC(c1ccccc1)(C(F)(F)F)NC2=O (stereo unspecified)
→ -16%	?	19%	37	i	-1%	-12%	?	4%
- O=C(COc1cccnc1[N+](=O)[O-])Nc1cc(Cl)ccc1Cl
→ ?	-23%	-13%	-4	i	0%	32%	?	-18%
- C/C(=N\NC(=O)c1nnn(-c2nonc2N)c1CN1CCOCC1)c1ccc(CC(C)C)cc1
→ 0%	-1%	-2%	50	i	-10%	-4%	3%	-8%
- CCOC(=O)Cc1nn(Cc2ccccc2)c(=O)c2ccccc12
→ ?	?	-1%	12	i	-22%	-20%	5%	-6%
- CCCSc1oc(-c2ccco2)nc1S(=O)(=O)c1ccc(Cl)cc1
→ 0%	/	/	/	i	/	-22%	-3%	/
- Cc1ccc(C)c(CN2C(=O)c3ccccc3S(=O)c3ccc(C(=O)N(C)Cc4ccccc4)cc32)c1 (stereo unspecified)
→ 0%	/	/	/	i	/	?	-3%	/
- Cc1cc(F)ccc1C(O)c1ncc(-c2cccc3ccccc23)[nH]1 (stereo unspecified)
→ 0%	/	/	15	i	?	-2%	0%	?
- CC(C)NC(=O)c1cccc2c(-c3ccc(F)c(F)c3)coc12
→ -3%	/	/	-26	i	-27%	-8%	-2%	-14%
- Cc1nc2nc(CSc3nnc(C)s3)cc(=O)n2[nH]1
→ 3%&3%	-15%&-2%	-12%&3%	-12&13	i	13%&9%	1%&-10%	7%&0%	7%&22%
- COc1ccc(C(=O)NC(=S)NNC(=O)c2ccccc2C)cc1
→ ?	1%	4%	27	i	?	-23%	?	?
- Cc1c(C(=O)N(Cc2ccccc2)C2CCS(=O)(=O)C2)oc2ccccc12 (stereo unspecified)
→ 3%	3%	2%	-27	i	-10%	-21%	11%	0%
- COc1ccc(-n2c(SCC(=O)N3CCN(c4ccccc4)CC3)nc3c(c2=O)SCC3)cc1
→ 9%	-11%	15%	-6	i	-3%	-33%	0%	0%
- COc1ccccc1NC(=S)NNC(=O)c1nn(C)cc1Cl
→ 0%	4%	-8%	0	i	12%	6%	16%	10%
- FC(F)(F)c1ccccc1Cc1c(-c2cccc(Cl)c2)nc2ccc(Br)cn12
→ 2%	/	/	13	i	15%	36%	0%	?
- O=C(Cn1c(NCCO)nc2ccccc21)N1CCN(Cc2ccccc2)CC1
→ 1%	0%	1%	-15	i	3%	-28%	4%	-10%
- Cc1ccc(CN2CCC(CNC(=O)Nc3c(C)cccc3C)C2)cc1 (stereo unspecified)
→ -1%	/	/	/	i	/	-9%	-3%	/
- CCN1CCN(c2ccc(NC(=O)c3cc4ccccc4cc3OC)cc2C)CC1
→ ?	?	?	-51*	?	?	?	15µM*	?
- Cc1ccccc1N1C(=O)c2ccccc2C1O (stereo unspecified)
→ 28%	3%	-1%	0	i	11%	4%	-12%	13%
- CC(=O)c1cc(CN2CCC(n3nccc3NC(=O)c3ccccc3)CC2)cs1
→ -13%	6%	-5%	0	i	-1%	-4%	-2%	-3%
- CCn1ccc2cc(S(=O)(=O)N3CCCN(C(=O)Nc4cccc(Cl)c4)CC3)ccc21
→ 10µM*	/	/	/	i	/	-2%	?	/
- O=C(/C=C/c1ccccc1)NCC(=O)N/N=C/c1ccco1
→ 25%	0%	-3%	101	i	-2%	0%	12%	14%
- CCOC(=O)c1sc(NC(=O)CSc2nc3c(c(-c4ccc(OC)cc4)c2C#N)CCCC3)c(C#N)c1C
→ 2%	6%	-5%	-5	i	6%	3%	-5%	15%
- COc1ccc(OCC(=O)N/N=C2\CCCCc3ccccc32)cc1
→ -22%	21%	?	-6	i	-3%	-17%	19%	-5%
- Cc1ccc(CCNC(=O)c2ccc(NC(=O)N3CCSc4ccccc43)cc2)cc1
→ 7%	/	/	/	i	/	0%	-5%	/
- Cc1nn(CC(=O)NC(C)c2ccccc2)c(=O)c2cc3occc3n12 (stereo unspecified)
→ 0%	/	/	/	i	/	3%	-1%	/
- COc1ccc(NC(=O)Nc2ccc(Cc3ccncc3)cc2)cc1OC
→ -26%	2%	-4%	-23	i	-19%	-2%	-25%	-7%
- O=S(=O)(c1ccc2nc(COc3ccccc3)[nH]c2c1)N1CCOCC1
→ ?	12%	-5%	25	i	14%	10%	5%	6%
- CC(=O)N1CCOc2ccc(S(=O)(=O)NC[C@H]3O[C@@H](n4cnc5c(N)ncnc54)[C@H](O)[C@@H]3O)cc21
→ -6%	9%	-2%	0	i	12%	1%	-5%	15%
- CCc1ccc(C(C(=O)NC2CCCC2)N(CCOC)C(=O)CCC(=O)Nc2cc(C)on2)cc1 (stereo unspecified)
→ -23%	17%	12%	-15	i	6%	10%	-10%	-17%
- CCOC(=O)c1c(-c2ccccc2)csc1NC(=O)c1nn(CC)cc1Br
→ -8%	4%	-3%	-67*	i	1%	-7%	-14%	?
- Cc1nc(NC(=O)C2CC2)sc1C(=O)N1CCCCC1
→ 7%	-7%	-7%	12	i	-1%	1%	3%	4%
- Cc1cc(C(C)(C)C)oc1C(=O)N(CC(=O)NC1CCCC1)Cc1ccccc1
→ ?	?	0%	-9	i	-2%	-11%	31%	8%
- COc1ccc(-c2csc(Nc3ccc(S(N)(=O)=O)cc3)n2)cc1OC
→ -3%	?	?	-64*	i	-6%	?	-32%	3%
- Cc1cccc(NC(=O)CCSc2ccccc2)c1C
→ -12%	5%	1%	-12	i	-3%	/	-11%	14%
- COc1cccc(NC(=O)CCc2ccccc2)c1
→ ?	0%	-10%	-1	i	1%	22%	27%	25%
